CHO parental Ca: counter-screen: ATP calcium response change in parental CHO cells; inhibition, % at 5.6 µM; 330,000 tested, 0.63% active; parental CHO-K1, ATP-induced calcium, Fluo-8 fluorescence;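 active means inhibition above that plate's mean sample inhibition plus 3 SD, cut at about 26% in these data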;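 further: 0% = ATP-challenged DMSO wells and 100% = DMSO wells without ATP; some compounds past the cut are filed as inactive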
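Test system: untransfected parental CHO cell line. Compound: one dose, 5.6 µM nominal. Detection: intracellular calcium via Fluo-8 no-wash fluorescent dye. Measure: % inhibition. Benchmarks: ATP-challenged DMSO wells low, unchallenged DMSO wells high.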
OXTR ag: activates the human oxytocin receptor. P30559. CHO-OTR cells, Fluo-8 calcium fluorescence; normalized: DMSO 0%, oxytocin 100%. activation, % at 3 µM. 320,000 tested, 0.32% active. AID 2435;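 active means activation above the mean of all tested compounds plus 3 SD, cutoff set per screening run, cut at about 20% in these data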;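 further: peak over basal fluorescence ratio from a 100 s FLIPR kinetic read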
TAAR1 antag: antagonists of human TAAR1; Q96RJ0; CHO RD-HGA16 TAAR1, Fluo-8 calcium fluorescence, antagonist; inhibition, % at 3 µM; 360,000 tested, 1.5% active; AID 624466;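 active means inhibition above a per-plate cutoff, the mean inhibition of test compounds on that plate plus 3 SD, cut at about 49% in these data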;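 further: 0% = DMSO plus EC80 beta-PEA response and 100% = DMSO alone without agonist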
Target sequence (Q96RJ0 whole entry, looked up): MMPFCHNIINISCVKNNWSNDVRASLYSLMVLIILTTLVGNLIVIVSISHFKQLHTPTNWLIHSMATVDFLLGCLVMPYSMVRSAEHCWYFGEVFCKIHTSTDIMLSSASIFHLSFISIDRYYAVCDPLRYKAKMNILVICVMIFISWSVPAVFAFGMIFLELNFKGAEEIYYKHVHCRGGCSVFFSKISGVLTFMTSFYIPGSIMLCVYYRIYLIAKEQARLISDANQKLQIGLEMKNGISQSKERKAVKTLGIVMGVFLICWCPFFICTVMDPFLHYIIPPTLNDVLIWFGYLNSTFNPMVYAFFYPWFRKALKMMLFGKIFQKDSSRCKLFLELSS
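System: CHO RD-HGA16 cells bearing hTAAR1. Reagent: EC80 β-phenethylamine stimulus. Schedule: seeding 17-24 h prior, 75-min 37 °C, 30-min RT dye loading. Signal: Fluo-8 intracellular calcium dye fluorescence, real-time kinetic reads. Read-out: % inhibition from peak post-agonist over basal fluorescence ratio. Benchmarks: vehicle wells and EC80 agonist wells. Replicates: n of 1.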
CHRM1 antagonist: blocks human M1 muscarinic receptor | CHO-K1 hM1, Fluo-8 calcium fluorescence, ACh EC80 antagonist | inhibition, % at 3 µM | 360,000 tested, 1.3% active;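 active means percent inhibition above its own plate's cutoff, namely the mean of that plate's compound wells plus 3 SD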;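 further: peak over basal fluorescence ratio during 140 s after agonist addition; 0% = ACh EC80 plus DMSO and 100% = DMSO alone without agonist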
V1aR counter: counter-screen for oxytocin receptor agonists: human V1a receptor agonists; CHO-V1R cells, Fluo-8 calcium fluorescence, agonist mode; 0% DMSO, 100% 3 nM vasopressin; 320,000 tested, 0.25% active; AID 2797; activation, % at 3 µM;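 active means activation above the mean activation of all tested compounds plus 3 SD, per screening run, cut at about 20% in these data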;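 further: signal is peak over basal fluorescence ratio across a 100 second FLIPR read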
Target sequence (P37288 whole entry, looked up): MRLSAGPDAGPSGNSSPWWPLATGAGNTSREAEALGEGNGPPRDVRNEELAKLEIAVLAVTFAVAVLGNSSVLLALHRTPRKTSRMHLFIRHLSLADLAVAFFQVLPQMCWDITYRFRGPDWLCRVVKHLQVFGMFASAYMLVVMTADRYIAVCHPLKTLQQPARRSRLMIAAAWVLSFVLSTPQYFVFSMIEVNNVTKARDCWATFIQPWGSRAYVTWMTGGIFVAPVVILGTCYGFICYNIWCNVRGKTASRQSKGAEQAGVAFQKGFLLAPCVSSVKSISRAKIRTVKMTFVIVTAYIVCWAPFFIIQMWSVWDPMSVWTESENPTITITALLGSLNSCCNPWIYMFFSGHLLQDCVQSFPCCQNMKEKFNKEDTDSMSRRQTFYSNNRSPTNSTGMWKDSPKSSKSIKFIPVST
OXTR potentiator: potentiators of human oxytocin receptor | P30559 | CHO-OTR cells, Fluo-8 calcium fluorescence, potentiator mode; 0% = oxytocin EC15, 100% = EC100 | activation, % at 3 µM | 320,000 tested, 0.061% active | AID 2445;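 active means activation above that plate's cutoff, the mean activation of tested compounds plus 3 SD, cut at about 6.6% in these data, passing the limit was not always enough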;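 further: 100% uses oxytocin at 75 nM as the full agonist control; some results filed as inactive read as strong as hits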
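System: human OTR in CHO cells; Also added: sub-maximal oxytocin, roughly EC15; Timing: compound 6 min at room temperature before oxytocin, 100 s read; Technique: Fluo-8 intracellular calcium fluorescence, ex 470-495, em 515-575 nm; Controls: oxytocin EC15 low and EC100 high; Replication: singlicate.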
TAAR1 agonist: agonists of human TAAR1 | CHO RD-HGA16 TAAR1, Fluo-8 calcium fluorescence; vehicle wells 0%, saturating PEA agonist 100% | activation, % at 3 µM | 360,000 tested, 0.99% active | AID 624467;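 active means activation above the mean activation of all test compounds in the run plus 3 SD, cut at about 38% in these data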
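System: CHO RD-HGA16 cells carrying human TAAR1 plus Gα16; Incubation: 17-24 h seeding, 75 min 37 °C dye, 30 min RT; Measured by: Fluo-8 fluorescence, 5 s baseline then 140 s kinetic read; Control set: DMSO and PEA EC100; Replication: single well for each compound.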
CHRM1 agonist: agonists of human M1 muscarinic receptor | P11229 | CHO-K1 hM1, Fluo-8 calcium fluorescence, agonist mode; 0% DMSO, 100% acetylcholine EC100 | activation, % at 3 µM | 360,000 tested, 0.33% active | AID 588814;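 active means activation above the run's mean compound activation plus 3 SD, cut at about 16% in these data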;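 further: peak over basal fluorescence ratio within a 140 s kinetic read after compound addition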
M1 PAM: potentiates human M1 receptor response to acetylcholine | P11229 | CHO-K1 hM1, Fluo-8 calcium fluorescence, ACh EC20; 0% = ACh EC20, 100% = maximal ACh | activation, % at 3 µM | 360,000 tested, 0.088% active | AID 588819; in the data active means activation above about 19%, passing the limit was not always enough
Numbers without * were called inactive; . = not tested or not shown.

SMILES	CHO parental Ca	OXTR ag	TAAR1 antag	CHRM1 antagonist	V1aR counter	OXTR potentiator	TAAR1 agonist	CHRM1 agonist	M1 PAM
CCOc1cc(/C=C\c2[nH]c(=O)[nH]c(=O)c2[N+](=O)[O-])ccc1OC(C)CC (stereo not drawn)	-15	-0.7	-7	.	-0.5	-4	-1	.	.
CN(Cc1ccccc1)c1nc(-c2cccc([N+](=O)[O-])c2)nc2ccccc12	-15	-1.8	-8	-2	-0.6	-5	2	-2	4
CCCCn1c(N)c(N(CC)C(=O)c2cccc(OC)c2)c(=O)[nH]c1=O	-2	1.1	-3	-7	0.5	-10	1	-2	6
COc1ccc(C(=O)Nc2ccc(Cn3ccnc3)cc2)cc1OC	-1	1.3	1	-3	1.0	-2	1	-5	5
CCOc1ccccc1NC(=O)C(OC(=O)c1ccccc1NS(=O)(=O)c1cccs1)c1ccccc1 (stereo not drawn)	-26	0.6	6	0	0.3	-1	3	-1	6
COc1cc(C(=O)c2ccccc2)c(OC)cc1C(=O)Nc1ccc(O)cc1	-7	0.7	-10	-8	2.4	-4	2	-5	7
O=C(CCn1nc(-c2ccccc2)c2ccccc2c1=O)N1CCN(c2ccccc2)CC1	-26	-1.7	-4	-2	-1.2	-16	8	-6	-3
COc1cc(C(C(=O)NCc2ccccc2)N(C(=O)c2snc(C(N)=O)c2N)C2CCCC2)cc(OC)c1OC (stereo not drawn)	-22	0.0	-20	1	1.3	-7	1	-5	5
COCC(=O)N(C)C[C@@H]1Oc2cc(-c3ccc(F)cc3)ccc2S(=O)(=O)N([C@H](C)CO)C[C@H]1C	.	.	11	12	.	.	8	-3	-14
COc1ccc(OC)c(NS(=O)(=O)c2ccc3c(c2)CCC(=O)N3)c1	1	0.9	0	-9	2.8	-7	15	-4	5
CCc1ccc(Oc2ncnc(N)c2[N+](=O)[O-])cc1	2	-0.9	-9	1	-1.5	-14	-2	-15	12
Cc1cc(=O)[nH]c2ccc(Cc3ccccc3)cc12	.	.	0	9	.	.	2	4	-4
C[C@H](CO)N1C[C@H](C)[C@@H](CN(C)C(=O)Nc2ccccc2)Oc2c(NS(=O)(=O)c3ccc(F)cc3)cccc2C1=O	-28	-0.1	-12	-22	0.6	4	12	-2	26*
COc1cccc(-c2c(C(=O)N/N=C(\C)COc3ccccc3)nnn2-c2nonc2N)c1	-7	0.2	-15	-9	1.7	-8	9	3	10
CCNC(=O)C1(C)CCN(C(=O)c2cccc(OC(F)(F)F)c2)C1 (stereo not drawn)	.	.	-1	2	.	.	1	2	-8
CCOC(=O)c1c(C)[nH]c(C(=O)COC(=O)c2ccc(N3CCCC3=O)cc2)c1C	-8	0.5	-2	-12	0.4	-13	5	-2	7
Cc1c(CCC(=O)O)c(=O)oc2cc(OCc3ccc(Br)cc3)ccc12	.	.	8	-9	.	.	15	0	11
COc1ccc(C2=NC(C)(C)Cc3cc(OC)c(OC)cc32)cc1	-11	0.4	-16	-14	0.3	-18	3	-3	17
O=C(Nc1ccccc1C(F)(F)F)NC1CCCCC1	-4	-1.5	9	-11	-1.3	-4	6	-4	10
CCOc1ccc(NC(=NCc2ccc3c(c2)OCO3)SC2CC(=O)N(c3ccc(C(=O)O)cc3)C2=O)cc1 (stereo not drawn)	38*	0.8	-9	3	1.3	-3	7	-5	-1
CN(c1ccccc1C(=O)Nc1cccc(Br)c1)S(=O)(=O)c1ccccc1	-10	-2.0	-22	-11	0.6	-9	1	-5	3
Cc1cc(Nc2ccc(C)c(C)c2)n2ncnc2n1	.	.	-19	-11	.	.	-2	-4	9
COCCN=c1scc(-c2cc(OC)ccc2OC)n1/N=C/c1c[nH]c2ccccc12	0	2.5	24	6	3.8	-14	5	16*	8
CC(C)(C)c1ccc(/C=N/NC(=S)Nc2cccnc2)cc1	-15	-2.5	.	.	-1.2	-7	.	.	.
CCO[C@H]1OC(C(=O)N2CCN(Cc3ccc4c(c3)OCO4)CC2)=C[C@@H](C2CC2)[C@@H]1CCCO	-11	-1.5	14	-2	-0.6	-11	3	-4	5
COc1ccc(NCc2nnc(SCC(=O)Nc3cccc(C)c3)o2)cc1	-14	0.4	-10	-1	0.3	-13	5	-1	6
O=C(Nc1cc(C(F)(F)F)ccc1N1CCOCC1)c1cccnc1Cl	-9	0.0	-6	-11	0.7	-14	1	-2	8
CN(C)CCCN1c2ccc3ccccc3c2Sc2cccc(Cl)c21	.	.	-4	0	.	.	11	0	5
Cc1ccc(-c2c[n+](CC(=O)Nc3ccccc3)c3n2CCC3)cc1	3	-0.7	-16	8	-0.8	1	2	-8	0
COc1cccc(C(=O)Oc2cc(C)[nH]c(=O)c2[N+](=O)[O-])c1OC	-8	-0.7	-9	-3	-0.3	-6	1	-3	8

Profiles, looked up by structure. Values in the order: CHO parental Ca, OXTR ag, TAAR1 antag, CHRM1 antagonist, V1aR counter, OXTR potentiator, TAAR1 agonist, CHRM1 agonist, M1 PAM
`CCc1ccc(Oc2ncnc(N)c2[N+](=O)[O-])cc1` is listed as 2, -0.9, -9, 1, -1.5, -14, -2, -15, 12
`COc1cccc(-c2c(C(=O)N/N=C(\C)COc3ccccc3)nnn2-c2nonc2N)c1` is listed as -7, 0.2, -15, -9, 1.7, -8, 9, 3, 10
`CCNC(=O)C1(C)CCN(C(=O)c2cccc(OC(F)(F)F)c2)C1` (stereo not drawn) is listed as ., ., -1, 2, ., ., 1, 2, -8

New compounds follow.
SMILES	CHO parental Ca	OXTR ag	TAAR1 antag	CHRM1 antagonist	V1aR counter	OXTR potentiator	TAAR1 agonist	CHRM1 agonist	M1 PAM
CCOc1ccc(CN2CCNC(=O)C2CC(=O)NCCc2cnccn2)cc1 (stereo not drawn)	-3	0.6	-16	28	0.3	-6	3	-3	-10
CN(CCCC(=O)NCc1ccco1)S(=O)(=O)c1ccccc1	-6	0.1	-5	0	-0.1	-3	12	0	3
Clc1ccc(N2COC3c4cccc5cccc(c45)C32)cc1 (stereo not drawn)	-36	-1.2	10	-19	0.0	-12	0	-6	12
CN(C)Cc1c(C(=O)N/N=C/c2ccncc2)nnn1-c1nonc1N	-7	-0.8	-8	0	0.0	-11	0	-2	-1
N#Cc1ccc(C2=NC(C(F)(F)F)(C(F)(F)F)c3c(n(Cc4ccco4)c(=O)[nH]c3=O)N2)cc1	7	-1.3	4	-7	-0.8	-2	6	-3	-2
C[C@@H]1CCCCO[C@H](CN(C)C(=O)Nc2ccccc2)[C@@H](C)CN([C@H](C)CO)C(=O)c2cc(NS(=O)(=O)c3cn(C)cn3)ccc2O1	.	.	1	-4	.	.	1	-7	4
CSc1ccc(/C=C2\C(=N)N3N=C(CC(=O)N4CCOCC4)SC3=NC2=O)cc1	15	-0.1	-15	2	0.8	-3	1	3	6
Cc1cccc(-c2noc(-c3ccc(Cl)cc3[N+](=O)[O-])n2)c1	-13	-0.3	-14	-1	0.7	-1	0	-4	2
CCOC(=O)c1c(C)nsc1NC(=O)C1CCCCC1	-7	-1.9	-28	-19	-1.2	-4	9	-1	10
CC1CCCN(C(=O)CSc2nnc3n(C4CCCC4)c(=O)c4ccccc4n23)C1 (stereo not drawn)	-9	-1.1	-1	1	-0.9	7	0	-8	2
CCc1cccc(C)c1NC(=S)NCc1ccc2[nH]c(C)cc2c1	1	2.8	-12	5	1.6	-10	0	-12	-13
O=C(NNc1ccc(Cl)cc1)c1sccc1Cl	8	1.4	-21	-17	2.4	-5	2	-2	12
O=C(NC(C(=O)c1ccccc1)n1c(=O)cc[nH]c1=S)c1ccccc1 (stereo not drawn)	-5	2.3	11	-4	2.2	-8	8	-2	0
COc1ccc(S(=O)(=O)N2CCC(NC(=O)c3ccccc3)CC2)cc1	-2	-1.3	-6	3	1.6	-7	-1	-6	3
CCc1cccc2c(=O)c(C(=O)NCCCOC)c[nH]c12	10	0.1	13	-1	0.3	-13	1	-3	0
O=C(OCc1ccccc1F)c1ccc2c(c1)-c1ccccc1C2=O	-7	-0.2	.	1	0.0	2	.	-1	3
COc1ccc(NC(=O)/C=C/c2ccc(Br)o2)cn1	-17	-0.7	10	7	0.2	-6	2	-3	-8
COC(=O)Cc1cnc(NC(=O)CSc2nc(C(C)C)cc(=O)[nH]2)s1	0	-0.7	-7	-8	-0.1	-1	0	-2	4
NS(=O)(=O)c1ccc(CCNC/C=C/c2ccccc2)cc1	-15	2.0	-10	-2	0.9	0	1	-8	-3
Cc1ccc(-n2nc(C(=O)c3ccccc3)n3c(=O)c(Cc4ccccc4)nnc23)cc1	-32	-0.6	-1	-12	-2.0	9.9*	8	-6	7
NC(=O)N=Nc1c(O)[nH]c2ccc([N+](=O)[O-])cc12	-7	-0.3	-15	-14	0.6	-1	3	-3	7
CCOC(=O)c1c(/N=C/C2=C(O)CCCC2=O)sc2c1CCCC2	-30	-2.8	-11	6	-1.3	-9	1	-8	0
Cn1ncc2cc(NC(N)=S)ccc21	-2	1.1	-15	-6	0.3	4	5	-3	5
COc1ccc(CCc2nc(-c3ccc(-n4cccc4)cc3)no2)cc1	-13	8.3	7	-10	1.4	-2	-1	1	5
COc1ccccc1N1CCN(S(=O)(=O)c2ccc(NC(C)=O)cc2)CC1	2	0.4	0	-11	3.0	-9	-2	-1	12
CCOC(=O)c1ccc(NC(=S)N2CCN(S(C)(=O)=O)CC2)cc1	-4	1.5	7	-8	0.8	0	4	-5	11
Cc1onc(-c2ccccc2)c1-c1nnc(COC(=O)c2ccc(F)cc2)o1	.	.	9	-9	.	.	3	-4	2
O=C(COc1ccc(Cl)cc1)NC1=NN(c2ccccc2)C(=O)C1	-2	-0.8	11	-2	-0.6	-3	3	-2	5
CCOC(=O)C1C(=O)OC(C)(C)C1C(CC)C(=O)c1ccccc1 (stereo not drawn)	-18	-2.0	15	-9	0.1	-6	9	-5	7
Cn1c(SCC(=O)NC2(C#N)CCCCC2)nnc1-c1cccnc1	3	-0.5	-18	-7	-0.5	-6	1	-1	7
CCOC(=O)c1cc2c(nc1NC(=S)Nc1ccccc1)CC(C)(CC)OC2 (stereo not drawn)	2	0.2	-19	7	1.2	-10	2	-4	0
CCn1nnc2cc(C(=O)OCC(=O)N(C)Cc3cccc(F)c3)ccc21	8	2.1	-1	7	1.0	0	6	-6	-3
COc1ccc(N2CCN(CCCNC(=S)Nc3c(C)cccc3C)CC2)cc1	-24	0.4	-25	19	-0.4	-3	-1	-6	-5
O=C(CSc1nccn1Cc1ccccc1)NCc1ccccc1	-6	-1.3	-18	-27	0.4	-2	5	-4	3
